Compound activity from PubChem.
eLon inh – inhibitors of E. coli Lon protease; AID 602123; purified E. coli Lon protease, fluorescence polarization; inhibition, % at 7.94 µM; P0A9M0; hit rate 0.42% among 360,000; in the data active = inhibition above about 13%, passing the limit was not always enough;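 also: 0% = enzyme with probe and DMSO and 100% = no enzyme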
bovine MsrA act – bovine methionine sulfoxide reductase A activation. purified bovine MsrA, absorbance read-out. hit rate 0.3% among 360,000. activation, % at 10.6 µM. AID 602163; in the data active = activation above about 7.5%;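 also: 0% = vehicle and 100% = reference activator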
MT1-MMP act inh – inhibitors of human MT1-MMP activation. P50281. hit rate 0.061% among 360,000. HT1080 RFP-PRO-GFP cells, GFP/RFP ratio fluorescence, overnight; percent of plate control window, DMSO zero. GFP/RFP ratio change, % at 20 µM;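 active = GFP/RFP ratio change of at least 30% with cell ATP level not reduced by more than half and red fluorescence within 50% of control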; also: strong numbers were not always called active
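Test system: HT1080 cells expressing an RFP-PRO-GFP fluorescent reporter construct / Compound dosing: single-point 20 µM compound, 1% DMSO / Schedule: cells overnight before dosing, compound overnight, 37 °C, 5% CO2 / Evaluation: GFP/RFP fluorescence ratio / Control set: DMSO and RFP-L50D-GFP cell wells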
Neddyl block – inhibitors of human cullin neddylation. hit rate 0.58% among 360,000. AID 651699. calls only at 25 µM. TR-FRET cullin neddylation, biochemical. P61081+Q13564; in the data active = inhibition above about 36%
Target sequence (P61081 whole entry, looked up): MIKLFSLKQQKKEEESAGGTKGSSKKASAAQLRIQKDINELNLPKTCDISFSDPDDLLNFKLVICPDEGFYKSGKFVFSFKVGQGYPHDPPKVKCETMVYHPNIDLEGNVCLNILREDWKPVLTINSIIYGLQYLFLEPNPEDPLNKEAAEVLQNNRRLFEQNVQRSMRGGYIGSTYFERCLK
Target sequence (Q13564 whole entry, looked up): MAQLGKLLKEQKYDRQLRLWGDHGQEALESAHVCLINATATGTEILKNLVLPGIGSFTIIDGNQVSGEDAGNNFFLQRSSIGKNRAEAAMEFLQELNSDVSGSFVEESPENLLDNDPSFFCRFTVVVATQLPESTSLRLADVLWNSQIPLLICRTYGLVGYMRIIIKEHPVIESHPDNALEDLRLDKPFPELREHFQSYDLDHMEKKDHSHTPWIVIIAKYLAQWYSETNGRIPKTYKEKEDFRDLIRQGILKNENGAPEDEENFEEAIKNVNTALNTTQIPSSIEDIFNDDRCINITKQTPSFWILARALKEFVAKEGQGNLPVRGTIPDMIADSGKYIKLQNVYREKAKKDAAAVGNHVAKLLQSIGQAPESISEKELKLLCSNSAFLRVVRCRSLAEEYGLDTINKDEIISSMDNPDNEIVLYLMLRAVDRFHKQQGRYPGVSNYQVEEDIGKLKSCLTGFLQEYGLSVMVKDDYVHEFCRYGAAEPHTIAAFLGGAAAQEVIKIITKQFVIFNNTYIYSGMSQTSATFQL
Rin1-Abl PPI inh – inhibitors of human Rin1-Abl protein interaction; hit rate 0.4% among 360,000; P00519+Q13671; inhibition, % at 7.35 µM; TR-FRET Rin1/Abl binding, biochemical; AID 588664; in the data active = inhibition above about 5%, passing the limit was not always enough
FAS-TE inh – inhibitors of human fatty acid synthase thioesterase domain; P49327; recombinant FAS-TE, OMFH fluorogenic substrate, fluorescence endpoint; inhibition, % at 15 µM; hit rate 0.67% among 360,000;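 active = compounds whose normalised, plate-corrected inhibition of enzyme fluorescence in the single-dose primary screen is 50% or more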;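 also: 0% = DMSO with enzyme and 100% = substrate without enzyme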
CendR NRP1 mod – NRP-1/CendR interaction modulation; FAM-RPARPAR peptide binding to NRP-1, fluorescence polarization; inhibition, % at 25 µM; hit rate 0.85% among 360,000;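 active = inhibition or corrected inhibition above about 18%, plus a signal ratio from 0.5 to 1.5, limit read from the data, passing the limit was not always enough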; also: strong numbers were not always called active
PABP1 MLLE inh – inhibitors of microRNA-mediated deadenylation, human PABP1 MLLE binding; P11940; GST-MLLE / FITC-PAM2 fluorescence polarization; inhibition, % at 20 µM; hit rate 0.36% among 360,000; in the data active = inhibition above about 35%, passing the limit was not always enough;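 also: plate controls were DMSO wells with GST-MLLE for no effect and wells lacking GST-MLLE protein for full effect; some results filed as inactive read as strong as hits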
SKN-1 block – inhibitors of C. elegans SKN-1; inhibition, % at 21.8 µM; AID 624304; hit rate 0.49% among 360,000; C. elegans VP596 Pgst-4::GFP/RFP ratio, acrylamide-induced, 24 h;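 active = interference check ratio from 0.5 to 1.5 plus GFP to RFP signal ratio inhibition reaching or exceeding a fixed threshold, cut at about 30% in these data, passing the limit was not always enough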; also: some compounds called inactive have numbers as strong as hits
* = called active by the depositor; i = inactive; / = no result given; + = active, no number; & = joins results of further samples.

SMILES	eLon inh	bovine MsrA act	MT1-MMP act inh	Neddyl block	Rin1-Abl PPI inh	FAS-TE inh	CendR NRP1 mod	PABP1 MLLE inh	SKN-1 block
Cc1ccc(OCCCC(=O)Nc2ccc(S(=O)(=O)Nc3cc(C)on3)cc2)cc1	-4	-3	-2	i	1	-5	-14	8	25
CCOc1ccc(C(=O)CSc2nnc(N)s2)cc1	-4	-6	-1	i	-1	-21	-2	-7	-12
O=C(NCC1CCCN(Cc2cccc(C(F)(F)F)c2)C1)c1ccc(F)cc1 (centres undefined)	3	-5	-6	i	0	-3	8	-8	-3
c1ccc(Cn2c(-c3cncs3)nc3ccccc32)cc1	6	5	6	i	-2	-1	-14	-14	13
COc1ccc(/C=C2\SC(=NCc3ccccc3)N(Cc3ccccc3)C2=O)cc1OC	2	-5	-7	/	5	28	-2	-4	-27
OCC[C@@H]1C[C@H](O)[C@@H](O)[C@@]2(OCc3ccccc32)O1	-22	-1	-2	i	2	-8	12	1	-8
O=C(NCc1cccc2ccccc12)c1cccs1	7	-3	3	i	2	-6	15	14	2
O=C(O)C1C2CCC(C2)C1C(=O)Nc1nc2ccccc2s1 (centres undefined)	-5	-5	6	i	-5	-7	10	-13	-20
CCN(CC(=O)NCc1ccc(F)cc1)c1ccc(S(C)(=O)=O)cc1[N+](=O)[O-]	-6	-5	-2	i	2	-5	1	-8	-7
CC(=O)Oc1ccc(-c2ccc(C(=O)O)cc2)cc1	7	-2	1	i	1	-5	-4	0	11
CCCCc1nc2cc(C(=O)N(C)CCc3cn[nH]c3)ccc2o1	-7	-9	3	i	-3	-5	-8	-10	1
CCCCCCCC(=O)N/N=C(\C)c1ccc(O)cc1O	1	1	0	+	-4	-3	-13	6	-2
O=C(c1cccc(F)c1)N1CCC(O)(c2cccnc2)CC1	-4	0	1	i	-2	-8	1	28	11
CCOC(=O)c1c(-c2ccccc2)csc1NC(=O)/C(C#N)=C/c1ccc(OC)c(OC)c1	-5	-3	-12	i	2	-1	13	-25	-1
c1ccc(CN2CCN(CCOCCOc3ccc4c(c3)CCC4)CC2)cc1	9	2	1	i	1	2	-2	-11	3
CC(=O)N1c2ccc(S(=O)(=O)N3CCCCC3)cc2CC1C (centres undefined)	11	-8	-1	i	1	-5	-1	-5	-9
COc1ccc(OC)c(NC2=NC3(CCCC3)N=C(N)N2)c1	-2	2	1	i	2	-4	6	-3	-24
COC(=O)[C@]12CCCCC=C1N(Cc1cccc3ccccc13)C(=O)[C@H](CC(=O)NCc1ccccc1)C2	0	0	-13	i	/	16	4	/	6
COc1ccccc1CNC(=O)CCCNC(=O)Cn1cnc2sc(C)c(C)c2c1=O	-1	-2	-1	i	2	-2	14	-9	20
O=c1oc(-c2cccc(C(F)(F)F)c2)nn1-c1ccc(C(F)(F)F)cn1	-14	-1	6	i	2	35	-2	-115	2
O=C(NNC(=O)C1CC(c2cccs2)=NO1)Nc1ccc(Cl)cc1 (centres undefined)	0	-1	-2	i	-1	-2	6	-5	16
CCCCn1c(/C=N/Nc2nc3ccccc3[nH]2)nc2ccccc21	-8	-1	7	i	-1	-4	-3	-24	4
CN(C(=O)c1cc2c(cc1Br)OCO2)c1cccc2ccccc12	-2	-7	0	i	4	4	2	-2	3
CCc1cc2c(COC(=O)CCNS(=O)(=O)c3cccc(C(F)(F)F)c3)cc(=O)oc2cc1O	-4	-7	-3	/	1	16	-6	-9	-15
CCN(CC)c1ccc(C=O)c(OC)c1	-4	-7	0	i	3	-1	1	-1	10

Entries of single compounds from above. Order of values: eLon inh, bovine MsrA act, MT1-MMP act inh, Neddyl block, Rin1-Abl PPI inh, FAS-TE inh, CendR NRP1 mod, PABP1 MLLE inh, SKN-1 block
OCC[C@@H]1C[C@H](O)[C@@H](O)[C@@]2(OCc3ccccc32)O1 is entered as -22, -1, -2, i, 2, -8, 12, 1, -8
CCN(CC(=O)NCc1ccc(F)cc1)c1ccc(S(C)(=O)=O)cc1[N+](=O)[O-] is entered as -6, -5, -2, i, 2, -5, 1, -8, -7
CCCCn1c(/C=N/Nc2nc3ccccc3[nH]2)nc2ccccc21 is entered as -8, -1, 7, i, -1, -4, -3, -24, 4

Other records:
SMILES	eLon inh	bovine MsrA act	MT1-MMP act inh	Neddyl block	Rin1-Abl PPI inh	FAS-TE inh	CendR NRP1 mod	PABP1 MLLE inh	SKN-1 block
Cc1nn(CC(=O)c2ccc(Br)s2)c(C)c1[N+](=O)[O-]	-15	-3	-11	i	-9	10	-56	-53	4
COCCN(C(=S)Nc1cccc(Cl)c1C)C(C)c1ccco1 (centres undefined)	-8	-4	-1	i	-1	22	-1	-57	2
CCn1cc(Br)c(C(=O)Nc2cccc(SC)c2)n1	-3	1	3	i	0	6	11	6	13
CC(=O)C[C@@H]1OC[C@H](C(C)C)N1S(=O)(=O)c1ccc(C)cc1	/	/	3	i	/	/	14	/	-2
CC(C)(C)c1cc(CCC(=O)NCCc2ccccn2)cc(C(C)(C)C)c1O	-4	-2	-1	i	6	-6	12	-2	9
Cc1ccc(NC(=O)CN(C)CC(=O)NC2CCCc3ccccc32)cc1 (centres undefined)	3	-1	3	i	-4	4	0	-13	-7
CCOC(=O)C1(Cc2cccc(Cl)c2)CCCN(C(=O)c2ccco2)C1 (centres undefined)	-5	-2	-3	i	-2	1	-6	-5	-10
CCOC(=O)N1CCC(NCCNC(=O)c2ccccc2)CC1	-13&0	-2&-8	2&-3	i	4&2	-8&-17	8&10	-11&-3	5&4
O=c1cc(CN2CCCc3ccccc32)nc2sccn12	39*	-15	-89	i	-4	-38	46	124	1
CC(C)CNC(=O)C(=O)NCC(c1ccc2c(c1)OCO2)N1CCOCC1 (centres undefined)	-4	-3	-1	i	2	-4	6	3	2
COc1ccc(-c2cn3ccsc3n2)cc1	-7	-11	0	i	-1	-6	-10	0	-8
COc1ccc(CN(C(=O)c2oc3ccc(F)cc3c2C)C2CCS(=O)(=O)C2)cc1 (centres undefined)	-9	-2	-1	i	0	25	12	15	0
COC(=O)c1ccc(NC(=O)C2CCN(C(=O)Nc3ccccc3)CC2)cc1	1	-1	5	i	1	0	8	-90	13
COc1ccccc1CNC(=O)CCCc1ccccc1	4	-5	-6	i	1	-11	0	-3	-1
CC(C)(C)c1ccc(CNc2ccc([N+](=O)[O-])cn2)cc1	-8	-11	0	i	-1	-96	32*	-1	0
CC(C)(C)c1ccc(OCC(O)CN2CCc3ccccc3C2)cc1 (centres undefined)	-4	-2	3	i	4	2	3	12	-13
CC(=O)Nc1cccc(NC(=O)CSc2nnc3ccc(-c4ccncc4)nn23)c1	-2	-3	2	i	-2	-7	4	12	-4
CC(C)C[C@H]1CNC(=S)N1C[C@H]1CCCN1C[C@H](CC(C)C)N1C[C@H](Cc2ccc(O)cc2)N(CC2CCCCC2)C1=S	-5	-2	-8	i	/	-115	-10	/	5
Cc1cccc(CN2CCN([C@H]3CS(=O)(=O)N[C@@H]3COCc3ccccc3)CC2)c1	-2	-2	4	i	1	-6	26*	-4	8
Cc1ccccc1N(C(=O)Cn1nnc(-c2ccc(F)cc2)n1)C(C(=O)NC(C)(C)C)c1ccncc1 (centres undefined)	-1	-1	-7	i	0	4	-5	-2	-8
COc1ccccc1CC(=O)NCc1nn(-c2ccccc2)nc1C	2	-3	-1	i	0	1	9	-3	-6
Cc1ccc(N(C)C(=O)C2CCCN2S(=O)(=O)c2ccc3c(c2)n(C)c(=O)c(=O)n3C)cc1 (centres undefined)	0	-4	0	i	-4	39	-1	7	-10
CC(=O)Nc1ccc(N/C=C/C(=O)c2ccc(Cl)cc2)cc1	-12	-12	-3	i	1	-2	-32	-24	-7
CCCCNc1nc2ccccc2n1CC(=O)Nc1c(C)cccc1CC	25*	0	6	i	-1	2	-6	-6	-9
CCCCNC(=S)NNC(=O)c1c(Cl)c(C)nn1C	-3	-3	0	i	-2	-8	-6	-4	1
Next part.
SMILES	eLon inh	bovine MsrA act	MT1-MMP act inh	Neddyl block	Rin1-Abl PPI inh	FAS-TE inh	CendR NRP1 mod	PABP1 MLLE inh	SKN-1 block
CCN1CCc2nc3sc(C(=O)N4CCc5ccccc5C4)c(N)c3cc2C1	-15	-4	-1	i	-6	2	-19	-27	11
COc1ccc(C(=O)N2CCN(c3cnn(-c4ccccc4)c(=O)c3Cl)CC2)cc1	6	-5	4	i	3	-3	-6	-3	-13
O=C(OCc1ccccc1)N1CCC2CC1c1cc(-c3ccc(F)cc3)ccc12 (centres undefined)	8	1	-2	i	2	27	-187	0	15
C[C@H](CO)N1C[C@H](C)[C@@H](CN(C)C(=O)C2CCOCC2)Oc2ncc(Br)cc2C1=O	1	-3	2	i	1	-8	8	-5	-13
CN1CCN(C(=O)C2CCCN(c3ncnc4c3nc3n4CCCCC3)C2)CC1 (centres undefined)	-5	-2	-2	i	-4	-7	0	-9	3
CCCCCCOC(=O)C1=C(C)NC(=O)NC1c1ccc(O)cc1 (centres undefined)	9	-4	-1	i	-2	1	-4	-5	4
COc1ccc(Cl)cc1C(=O)Nc1ccc2c(c1)OCO2	5	7	-8	i	2	8	-6	-6	6
COc1ccc(CCC(=O)Nc2cccc(S(=O)(=O)N3CCOCC3)c2)cc1OC	1	-3	-1	i	1	-8	3	5	9
COc1cccc(CN2CCC2(C)C(=O)Nc2cccc(Oc3ccccc3)c2)c1F (centres undefined)	-17	-2	-7	i	2	29	0	-2	0
Cc1ccc2c(Cl)cc(Cl)c(OCC(=O)NC(=O)NCc3ccco3)c2n1	-1	-2	-1	i	3	22	0	-12	-30
COc1ccc(Nc2ncc(C(=O)N3CCC(C(N)=O)CC3)c3ccccc23)cc1	2	-7	0	i	-5	-6	10	1	-4
COC(=O)c1ccc(/C=N\N2CCN(c3ccccc3)CC2)cc1	-11	-2	-2	i	0	-1	-4	13	8

Of the compounds above, 9 contain fluorine:
SMILES	eLon inh	bovine MsrA act	MT1-MMP act inh	Neddyl block	Rin1-Abl PPI inh	FAS-TE inh	CendR NRP1 mod	PABP1 MLLE inh	SKN-1 block
O=C(NCC1CCCN(Cc2cccc(C(F)(F)F)c2)C1)c1ccc(F)cc1 (centres undefined)	3	-5	-6	i	0	-3	8	-8	-3
CCN(CC(=O)NCc1ccc(F)cc1)c1ccc(S(C)(=O)=O)cc1[N+](=O)[O-]	-6	-5	-2	i	2	-5	1	-8	-7
O=C(c1cccc(F)c1)N1CCC(O)(c2cccnc2)CC1	-4	0	1	i	-2	-8	1	28	11
O=c1oc(-c2cccc(C(F)(F)F)c2)nn1-c1ccc(C(F)(F)F)cn1	-14	-1	6	i	2	35	-2	-115	2
CCc1cc2c(COC(=O)CCNS(=O)(=O)c3cccc(C(F)(F)F)c3)cc(=O)oc2cc1O	-4	-7	-3	/	1	16	-6	-9	-15
COc1ccc(CN(C(=O)c2oc3ccc(F)cc3c2C)C2CCS(=O)(=O)C2)cc1 (centres undefined)	-9	-2	-1	i	0	25	12	15	0
Cc1ccccc1N(C(=O)Cn1nnc(-c2ccc(F)cc2)n1)C(C(=O)NC(C)(C)C)c1ccncc1 (centres undefined)	-1	-1	-7	i	0	4	-5	-2	-8
O=C(OCc1ccccc1)N1CCC2CC1c1cc(-c3ccc(F)cc3)ccc12 (centres undefined)	8	1	-2	i	2	27	-187	0	15
COc1cccc(CN2CCC2(C)C(=O)Nc2cccc(Oc3ccccc3)c2)c1F (centres undefined)	-17	-2	-7	i	2	29	0	-2	0
